OX1R antag-1 = antagonists of human orexin 1 receptor; CHO/OX1R cells, Fluo-8 calcium fluorescence, orexin A; O43613; hit rate 0.43% among 330,000; AID 434989; inhibition, % at 5 µM;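 active = inhibition above its plate's threshold, mean inhibition of all tested compounds on the plate plus 3 SD, cut at about 37% in these data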;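 note: 0% = orexin A challenge wells and 100% = SB-334867-A antagonist wells; not every result past the cut was called active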
Target sequence (O43613 whole entry, looked up): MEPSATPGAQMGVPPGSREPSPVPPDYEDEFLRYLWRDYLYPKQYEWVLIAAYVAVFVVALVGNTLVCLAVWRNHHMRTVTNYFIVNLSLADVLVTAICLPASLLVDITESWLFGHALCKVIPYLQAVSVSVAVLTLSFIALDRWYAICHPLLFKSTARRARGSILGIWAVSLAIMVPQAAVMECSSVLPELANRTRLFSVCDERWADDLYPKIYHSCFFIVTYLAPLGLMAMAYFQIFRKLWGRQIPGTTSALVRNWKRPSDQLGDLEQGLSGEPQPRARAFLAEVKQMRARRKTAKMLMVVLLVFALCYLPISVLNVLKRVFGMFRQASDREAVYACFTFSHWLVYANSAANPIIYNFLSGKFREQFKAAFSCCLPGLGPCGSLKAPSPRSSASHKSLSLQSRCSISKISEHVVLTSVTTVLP
CHT PAM = allosteric activators of human choline transporter CHT; hit rate 0.49% among 310,000; CHT-expressing cells, membrane potential dye, choline EC20; hits give high values; LV-AA mutant CHT in HEK293 cells; B-score at 10 µM;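 active = initial fluorescence not abnormally high and integrated response B-score, plate-corrected, over 3 SD above library mean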
Target sequence (Q9GZV3 whole entry, looked up): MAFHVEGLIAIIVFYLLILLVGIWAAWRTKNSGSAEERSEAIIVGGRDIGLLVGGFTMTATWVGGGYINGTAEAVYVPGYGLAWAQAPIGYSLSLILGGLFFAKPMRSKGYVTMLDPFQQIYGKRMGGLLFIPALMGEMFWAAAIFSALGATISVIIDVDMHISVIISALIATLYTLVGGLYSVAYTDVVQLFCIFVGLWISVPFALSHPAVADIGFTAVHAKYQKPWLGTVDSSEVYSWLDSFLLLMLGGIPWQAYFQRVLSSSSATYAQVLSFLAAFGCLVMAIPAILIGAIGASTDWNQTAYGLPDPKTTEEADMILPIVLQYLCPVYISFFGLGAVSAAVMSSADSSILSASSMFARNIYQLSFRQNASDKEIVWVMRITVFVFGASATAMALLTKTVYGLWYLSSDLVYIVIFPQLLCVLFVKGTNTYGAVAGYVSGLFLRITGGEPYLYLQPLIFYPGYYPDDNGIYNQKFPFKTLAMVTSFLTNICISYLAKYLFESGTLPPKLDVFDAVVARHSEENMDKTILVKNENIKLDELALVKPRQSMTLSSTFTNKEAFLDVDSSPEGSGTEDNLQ
OX1R antag-2 = antagonists of human orexin 1 receptor (OX1R) | OX1R-expressing cells, FRET antagonist read-out | inhibition, % at 6.6 µM | hit rate 1.8% among 330,000 | AID 485270; in the data active = inhibition mostly above about 38%, no sharp cut-off; inactive = mostly below about 40%;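 note: 0% = agonist challenge alone and 100% = reference antagonist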
* hit, by the source's call; i = inactive; . = not tested or not shown.

SMILES	OX1R antag-1	CHT PAM	OX1R antag-2
COC(=O)C1C(=O)c2c([nH]c(C(=O)OC3CCCCCC3)c2C)CC1C (centres undefined)	-24	i	12
O=C(Cn1ncc2c(=O)oc3ccccc3c21)NCCN1CCN(c2ccccc2F)CC1	-16	i	14
CN(Cc1ccccc1)S(=O)(=O)c1nnc(NC(=O)c2ccc(F)cc2)s1	-3	i	21
CSc1ccc(C(=O)C2CCCN(C(=O)c3cc(C)n(C)n3)C2)cc1 (centres undefined)	-32	i	3
C=CCNC(=O)CN(c1ccc(F)c(Cl)c1)S(C)(=O)=O	-5	i	9
CCC(C)NC(=O)CN1C(=O)C(CC)Sc2ccccc21 (centres undefined)	-6	i	4
Cc1ccc(S(=O)(=O)N(CC(=O)N=Nc2c(O)[nH]c3ccccc23)c2ccc(C)c(C)c2)cc1	-10	i	20
O=[N+]([O-])c1cc([N+](=O)[O-])c(Oc2c(Cl)cccc2Cl)cc1NN1CCCCC1	-20	i	9
CC(C)NC(=O)C1CCN(C2CCN(Cc3nc(C(C)C)cs3)CC2)CC1	-12	i	6
COc1ccc(N2CCN(C(=O)c3cccn4c(=O)c5ccccc5nc34)CC2)cc1	-4	i	4
COCCNC(=O)c1ccc(CSc2nc3ccccc3s2)cc1	-8	i	30
O=C1N[C@@H](Cc2ccccc2)COC(=O)[C@H](Cc2ccc(F)cc2)CC/C=C/C[C@@H]1CC(=O)N(CCO)Cc1ccccc1	-17	.	6
CCN(CC)CCCNC(=O)CSc1nc2c(c(C(F)(F)F)n1)CCc1ccccc1-2	-32	i	-8
COC(=O)c1ccc(CSc2ccc3nnc(-c4ccc(OC)cc4)n3n2)o1	-13	i	10
CCC1CCCCN1CCCNC(=O)c1ccc2c(c1)NC(=O)CS2 (centres undefined)	-25	i	-6
COc1ccc(NC(=O)CSc2nc(O)cc(=O)n2C)cc1	-15	i	13
COc1ccc([N+](=O)[O-])cc1NCc1ccco1	-18	i	19
Cn1cccc1CC(=O)N/N=C/c1cccc([N+](=O)[O-])c1	-2	i	12
COCCn1nnnc1C(c1cc2ccc(OC)cc2[nH]c1=O)N1CCN(C2CCCCC2)CC1 (centres undefined)	-5	i	4
C=CCC(=O)OCCCCCCOc1ccc(C(=O)O)cc1	9	i	7
CSc1nnnn1-c1c(C)cccc1C	-4	i	2
CCN(CC)S(=O)(=O)c1cccc(C(=O)N[C@H](C(=O)OCC(N)=O)C(C)C)c1	-9	i	6
O=C(Nc1cccnc1)c1sc(Nc2ccccc2F)nc1-c1ccccc1	-16	i	9
Fc1ccccc1Nc1nc(-c2ccncc2)nc2ccccc12	-34	i	28
Cc1cccc(C(=O)OC(C)C(=O)NCC2CCCCC2)c1O (centres undefined)	-13	.	8

New compounds follow.
SMILES	OX1R antag-1	CHT PAM	OX1R antag-2
Cc1ccc(N=CC2=C(O)CC(C)(C)CC2=O)nc1	-1	i	0
O=C(NNC(=S)NC(=O)c1ccccc1[N+](=O)[O-])c1ccc(Cl)cc1Cl	-4	i	20
CNC(=O)Nc1cc(C(F)(F)F)cc(C(F)(F)F)c1	4	i	16
O=C(Cn1ncc2c([nH]c3ccccc32)c1=O)NCCCN1CCN(c2ccccc2)CC1	-52	i	2
O=C(c1cc(-c2cccs2)nc2ccccc12)N1CCN(S(=O)(=O)c2cccc(F)c2)CC1	9	i	7
C=CCC[C@@H](Cc1ccc(F)cc1)C(=O)OC[C@H](C)NC(=O)[C@@H](CC=C)CC(=O)N[C@@H](CO)Cc1ccccc1	44	.	20
CN1/C(=C/C(=O)C2CC2)C(C)(C)c2ccccc21	-19	i	15
COc1ccc(NC(=O)CN2CCC(NC(=O)C3CCCCC3)CC2)c([N+](=O)[O-])c1	-29	i	12
Cc1ccc2c(c1)C(SCC(=O)NCCc1ccccc1)CC1(CCCC1)O2 (centres undefined)	-14	i	7
C=CCN(c1cccc(C(F)(F)F)c1)S(=O)(=O)c1cccc(C(=O)OCC(=O)NCCC)c1	-20	i	16
C=CCn1c(SCC(=O)C23CC4CC(CC(C4)C2)C3)nc(O)cc1=O	-8	i	0
COc1ccc(S(=O)(=O)N2CCCC2C(=O)Nc2nnc(-c3cccnc3)s2)cc1 (centres undefined)	-23	i	11
Cn1c(N)c(C(=O)Nc2ccccc2F)sc1=S	-14	i	6
COc1ccc(OC)c(C(C(=O)NC2CCCCC2)N(C(=O)c2snc(C(N)=O)c2N)c2ccccc2OC)c1 (centres undefined)	-32	i	22
N#CC1(NC(=O)COC(=O)c2ccc(-c3ccc(O)cc3)cc2)CCCCC1	16	.	12
CCC(CC)C(=O)NCCc1ccc(OC)cc1	5	i	1
CC(OC(=O)Cc1ccccc1[N+](=O)[O-])C(=O)NC(=O)NC1CCCCC1 (centres undefined)	-20	i	9
N#C/C(=C\c1ccccc1)C(=O)Nc1cccnc1	-5	i	1
CC(C)N(Cc1nccn1C)C(=O)c1ccc(OC2CCN(C(=O)C3CC3)CC2)cc1	-12	i	24
NC(=O)CN(c1ccc([N+](=O)[O-])cc1)S(=O)(=O)c1ccccc1	-4	i	10
Cn1cnnc1SCC(=O)Nc1ccccc1C(=O)NC1CC1	-6	i	7
COC(=O)c1c(-c2c(Cl)cccc2Cl)noc1NC(=O)NN1CCOCC1	-7	i	5
CN(CC(=O)Nc1ccccc1Cl)CC(=O)Nc1c(F)cccc1F	-17	i	16
O=C(COC(=O)/C=C/c1ccc(Cl)cc1)NCCC1=CCCCC1	-6	i	10
C/C(=N\OCC(=O)OCC(=O)NCc1ccccc1)c1ccc2c(c1)OCO2	-10	i	9

Six entries picked at random from those above, as already listed:
SMILES	OX1R antag-1	CHT PAM	OX1R antag-2
N#CC1(NC(=O)COC(=O)c2ccc(-c3ccc(O)cc3)cc2)CCCCC1	16	.	12
CC(C)NC(=O)C1CCN(C2CCN(Cc3nc(C(C)C)cs3)CC2)CC1	-12	i	6
CN(Cc1ccccc1)S(=O)(=O)c1nnc(NC(=O)c2ccc(F)cc2)s1	-3	i	21
Cc1ccc(N=CC2=C(O)CC(C)(C)CC2=O)nc1	-1	i	0
Cn1cccc1CC(=O)N/N=C/c1cccc([N+](=O)[O-])c1	-2	i	12
CCN(CC)CCCNC(=O)CSc1nc2c(c(C(F)(F)F)n1)CCc1ccccc1-2	-32	i	-8

Next section.
SMILES	OX1R antag-1	CHT PAM	OX1R antag-2
CCCCNC(=O)c1onc(CSc2cccc(OCC)c2)c1C(=O)O	-9	i	10
Cc1ccc(S(=O)(=O)NCc2nc3nc(C)cc(C)n3n2)c(C)c1	1	i	6
COc1ccc(NC(=O)CN(C)C(=O)c2cc(C)on2)cc1	-3	i	8
Cc1ccc2c(c1)NC(=O)C(CC(=O)NCCCN1CCN(c3cc(C)ccc3C)CC1)O2 (centres undefined)	-25	i	6
COCCSc1nnc(NC(=O)C2CC(=O)N(C3CCCC3)C2)s1 (centres undefined)	-6	i	14
O=c1oc(Cc2ccccc2)nc2ccccc12	-13	i	-7
OCCCc1nc2n(n1)C(c1ccccc1Cl)C=C(c1cccs1)N2 (centres undefined)	7	i	9
CC1CCN(C(=O)CSc2nnc(CNC(=O)COc3ccc(Cl)cc3)o2)CC1	-46	i	20
COc1ccc(-c2cc3c(=O)n(CC(=O)NCc4ccc(F)cc4)ncn3n2)cc1	-8	i	-4
CCOC(=O)c1cc2nc(Nc3ccc(OC)cc3)sc2s1	-16	i	19
CCc1nnc(NC(=O)CSc2nnc(-c3ccccc3O)n2CC)s1	-26	i	11
COc1cccc(OCc2cc(C(=O)N3CCN(C4CCCC4)CC3)no2)c1	-24	i	12
O=C(CSc1n[nH]c(=O)n1C1CC1)Nc1ccc(OC(F)(F)F)cc1	14	.	13
Cc1ccc(NC(=O)COC(=O)c2c[nH]c3ccccc23)cc1C	-16	.	6
CCCC[C@@H]1CN=C(N)N1CC(C)(C)C	-3	i	23
COc1cccc(C(=O)Oc2cccc(N3C(=O)C4C5CC(C(Br)C5Br)C4C3=O)c2)c1 (centres undefined)	-25	i	12
COc1ccc(CCNC(=O)C(=O)Nc2ccc3c(c2)OCCO3)cc1OC	-22	i	17
CCn1c(SCC(=O)Nc2ccc(F)cc2)nnc1C1CC1	-11	i	12
O=C(CN(C1CCCCC1)S(=O)(=O)c1ccc(Br)cc1)NCc1ccncc1	-4	i	8
O=C(CSc1nc2ccccc2s1)N1N=C(c2cccs2)CC1c1ccc(F)cc1 (centres undefined)	-33	i	13
Cc1cc(NCCCN2CCOCC2)n2ncc(-c3ccc(Cl)cc3)c2n1	-17	i	8
CCOC(=O)N1CCC(NC(=O)COc2cc(=O)n(C)c3ccccc23)CC1	-6	i	11
CS(=O)(=O)N1CCCC(C(=O)Nc2ccccc2C(F)(F)F)C1 (centres undefined)	-14	i	5
COc1ccc(/C=C/C(=O)NC(=S)NNC(=O)c2cccs2)cc1OC	-14	i	11
COC(=O)CNC(=O)c1cn(CC(C)C)c(=O)c2cc(OC)c(OC)cc12	-17	i	10

(cont.)
SMILES	OX1R antag-1	CHT PAM	OX1R antag-2
C[C@H](CO)N1C[C@H](C)[C@@H](CN(C)C(=O)NC2CCCCC2)Oc2c(NC(=O)C3CC3)cccc2C1=O	2	.	12
O=C(CN1CCN(C(=O)c2ccc(-c3nc4ccccc4s3)o2)CC1)Nc1ccc(F)cc1	9	.	2
Cc1ccsc1C(=O)OCC(=O)c1ccc(OC(F)F)cc1	5	.	4
Cc1cc(C)c(C(=O)N2CCCC(CNS(=O)(=O)N(C)C)C2)o1 (centres undefined)	0	i	4
O=C(CCN1CCCCCC1)Nc1ccc(F)c(F)c1	-18	i	8
CC(=O)c1ccccc1OCC(O)CN1CCN(CCN2C(=O)c3cccc4cccc(c34)C2=O)CC1 (centres undefined)	-38	i	58
O=C(CCCCCNC(=O)c1ccccc1)N/N=C/c1ccc(O)cc1O	-16	i	29
CCOC(=O)C1CCN(C(=O)CCNC(=O)Cn2ccc3ccccc3c2=O)CC1	-3	i	5
NC(=O)c1cccnc1Nc1cccc(F)c1	9	i	10
Cc1ccc2nc(NC(=O)[C@H](C)N3C(=O)C4CC=CCC4C3=O)sc2c1 (some centres undefined)	-46	i	4
CCCCN(C(=O)c1ccc(-c2ccc(Cl)cc2)o1)c1c(N)n(CCCC)c(=O)[nH]c1=O	-27	.	10
COc1ccc(-c2nc(CSCC(=O)N3CCN(C(=O)c4ccco4)CC3)c(C)o2)cc1OC	-14	i	15
CN(C)c1ncc(S(=O)(=O)c2ccc(Cl)cc2)c(-c2ccc(Cl)cc2Cl)n1	-15	i	11
COc1ccc(/C(C)=N/Nc2ccccc2Cl)c(O)c1	-11	i	18
CCc1ccc(OCC2c3cc(OC)c(OC)cc3CCN2C(=S)NCCOC)cc1 (centres undefined)	-1	i	19
S=c1[nH]nc(COc2ccc(Cl)cc2)n1Cc1ccco1	4	i	12
CCCCOCCCNC(=O)c1ccc(NC(C)=O)cc1	-20	i	1
CCc1nnc(NC(=O)CCC(=O)N2CCN(Cc3cc(F)ccc3OC)CC2)s1	-15	i	33
Cc1c(C(=O)NCCCN2CCCC2=O)oc2ccccc12	-7	i	16
O=C(NCc1ccco1)C1CCCN1C(=O)Nc1ccc(Cl)cc1 (centres undefined)	-18	i	1
CCc1ccc(N(CC(=O)Nc2sc3c(c2C(=O)OC)CCCC3)S(C)(=O)=O)cc1	-11	i	15
C=CCOc1ccccc1/C=N/NC(=O)Cc1ccc(C)cc1	-18	i	6
COc1cc(C(CCN2CCOCC2)c2c(OC)cc(OC)c3c(-c4ccccc4)cc(=O)oc23)cc(OC)c1OC (centres undefined)	9	.	7
CCCc1nnc(SCC(=O)Nc2cccc(Cl)c2Cl)o1	2	i	17
CCOC(=O)[C@H]1[C@H]2COc3ccc(Cl)cc3[C@@H]2N2C(=O)CNC(=O)[C@@]12C	-2	.	6

A run of entries from the list above:
SMILES	OX1R antag-1	CHT PAM	OX1R antag-2
COC(=O)C1C(=O)c2c([nH]c(C(=O)OC3CCCCCC3)c2C)CC1C (centres undefined)	-24	i	12
O=C(Cn1ncc2c(=O)oc3ccccc3c21)NCCN1CCN(c2ccccc2F)CC1	-16	i	14
CN(Cc1ccccc1)S(=O)(=O)c1nnc(NC(=O)c2ccc(F)cc2)s1	-3	i	21

Next records follow:
SMILES	OX1R antag-1	CHT PAM	OX1R antag-2
O=C(CN(C(=O)CCC(=O)Nc1nccs1)C1CCCC1)NCc1ccc2c(c1)OCO2	-38	i	12
O=C(Nc1cc(S(=O)(=O)N2CCCC2)ccc1OCC(F)(F)F)c1ccc(F)cc1	0	i	15
COc1ccccc1NC(=O)N1CCN(C)CC1	1	i	9
CCN(CC)c1ccc(/C=C/C(=O)c2cccnc2)cc1	-27	i	16
COC(=O)c1ccccc1NC(=O)CN1CCN(C(=O)c2ccco2)CC1	-12	i	16
CCCOc1ccc(OC(=O)Cc2ccc(OC)c(S(=O)(=O)N3CCOCC3)c2)cc1	-15	i	6
O=C(CSc1nnc(NC(=O)C2CC(=O)N(c3ccccc3)C2)s1)NC1CCCC1 (centres undefined)	-23	i	11
COC(=O)Cn1cnc2c(cnn2-c2ccccc2)c1=O	7	i	9
c1ccc(SSc2ccccc2)cc1	0	i	13
COc1ccc(S(=O)(=O)N2CCN(C(=O)c3ccco3)CC2)cc1OC	-35	i	20
Nc1cc2c(cc1O)CCCC2	-6	i	11
CCCc1cc(=O)n2nc(N3CCC(C(=O)NCc4ccco4)CC3)sc2n1	-16	i	7
COc1ccc(C/C(C)=N/NC(=O)c2ccc(C)cc2C)cc1	4	i	11
Cc1ccc(C)c2[nH]c(=O)c(CCNC(=O)c3ccc(S(=O)(=O)N4CCOCC4)cc3)cc12	-29	i	18
Cc1ccsc1/C=C(\CC(=O)O)c1nc2ccccc2o1	-8	i	17
OCCC1CN(Cc2cccn2-c2nccs2)CCN1Cc1ccc(F)c(F)c1 (centres undefined)	-22	i	10

Screening data: PubChem BioAssay, several laboratories

This is a random part of the collection. Share with any hit: about 2.5%.
